# Screens deposited in PubChem by Broad Institute.
# ERp5 block: inhibitors of human ERp5; ERp5 insulin aggregation, absorbance 650 nm, 90 min; inhibition, % at 9.99 µM; 350,000 compounds, 0.05% hits; AID 651711;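 active = mean replicate inhibition above about 25%, with every replicate also reaching it, limit read from the data, passing the limit was not always enough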
# Target sequence (Q15084 whole entry, looked up): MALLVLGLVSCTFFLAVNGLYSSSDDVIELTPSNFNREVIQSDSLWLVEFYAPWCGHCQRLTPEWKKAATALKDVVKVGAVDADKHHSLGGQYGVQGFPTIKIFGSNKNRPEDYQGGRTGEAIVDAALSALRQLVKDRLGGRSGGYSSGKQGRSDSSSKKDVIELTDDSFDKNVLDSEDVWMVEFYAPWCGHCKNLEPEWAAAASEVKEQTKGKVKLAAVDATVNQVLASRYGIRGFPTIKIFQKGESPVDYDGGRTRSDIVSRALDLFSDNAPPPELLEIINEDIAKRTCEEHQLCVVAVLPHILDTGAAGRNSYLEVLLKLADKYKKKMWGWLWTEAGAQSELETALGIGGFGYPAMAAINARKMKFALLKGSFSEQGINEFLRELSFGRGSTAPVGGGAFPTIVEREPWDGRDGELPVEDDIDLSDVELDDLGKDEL
# SIRT5 block: blocks human SIRT5 desuccinylation of peptide; 330,000 compounds, 1.1% hits; Q9NXA8; Purified SirT5, succinyl-peptide AMC, trypsin-coupled fluorescence; inhibition, % at 15 µM; in the data active = inhibition above about 15%
# Target sequence (Q9NXA8 whole entry, looked up): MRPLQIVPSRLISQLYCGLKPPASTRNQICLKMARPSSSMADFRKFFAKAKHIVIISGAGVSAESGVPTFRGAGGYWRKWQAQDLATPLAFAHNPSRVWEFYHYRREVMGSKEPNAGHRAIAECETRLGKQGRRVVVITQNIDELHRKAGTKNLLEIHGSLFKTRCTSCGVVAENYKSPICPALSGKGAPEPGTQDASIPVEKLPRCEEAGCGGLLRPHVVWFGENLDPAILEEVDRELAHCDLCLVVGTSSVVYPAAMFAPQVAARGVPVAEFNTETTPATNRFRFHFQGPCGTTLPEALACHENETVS
# esBAF inh: inhibitors of esBAF chromatin remodeling in mouse ES cells; Bmi1-luciferase knock-in reporter, 24 h; 100% = twice the neutral-well signal; reporter increase, % at 12.5 µM; 350,000 compounds, 2% hits; AID 602393; in the data active = activation above about 40%;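 note: 0% = median of the plate's neutral control wells and 100% = double that signal; a rise in the Bmi1 reporter signal indicates esBAF inhibition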
# C2C12 statin: protects C2C12 myotubes from simvastatin toxicity | ATP luminescence, 48 h; scaled: DMSO 0, geranylgeraniol control 100 | rescue of ATP level, % at 7.49 µM | 330,000 compounds, 0.78% hits;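 active = mean ATP rescue above about 67%, or every replicate alone reaching that limit, limit read from the data, passing the limit was not always enough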;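 note: myotubes were challenged with 10 µM simvastatin during compound exposure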
# ARNT TACC3 PPI: disrupts binding between human ARNT and TACC3. Q9Y6A5. AlphaScreen His-ARNT PAS-B/GST-TACC3 binding, luminescence; TACC3 fragment carries E629A point mutation. inhibition, % at 9.99 µM. 390,000 compounds, 0.66% hits;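 active = mean inhibition of replicates at least 50% and at least half of replicates each reaching 50%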;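 note: 0% = complete ARNT plus TACC3 wells and 100% = ARNT alone without TACC3; many hits fall short of the cut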
# Cneo AK release: Cryptococcus neoformans lysis via adenylate kinase release; lysis activity, % at 15 µM; 360,000 compounds, 0.2% hits; AID 651654; C. neoformans lysis, adenylate kinase release luminescence, 4 h; normalised: neutral wells 0, clomiphene wells 100;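 active = mean lysis activity across replicates of at least 80%, whatever share of replicates individually reach that level; inactive = mean lysis activity below 80%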
#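 Test system: log-phase Cryptococcus neoformans yeast cells. Input: 5 × 10^6 yeast cells/mL. Medium: fresh YPD growth medium. Doses: single dose. Incubation: static 4 h at 37 °C with compound, 1 h detection. Measured by: luminescent adenylate kinase detection reagent. Read-out: signal increase indicating cell lysis. Benchmarks: Clomiphene.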
# miR122 inh: blocks miR-122 activity in Huh7 sensor cells. Huh7 miR-122 Renilla luciferase sensor, 48 h; neutral wells = 0, positive control = 100. activation (reporter increase), % at 12.5 µM. 340,000 compounds, 0.3% hits. AID 602342;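 active = mean replicate activation score at least 90 and every replicate individually at or above 90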;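 note: higher luciferase means less miR-122 activity so hits act as miR-122 inhibitors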
# Active calls of the source: *; . = no result given; & = joins results of further samples; [ ] = remark or other dose.
# Values in the order: ERp5 block, SIRT5 block, esBAF inh, C2C12 statin, ARNT TACC3 PPI, Cneo AK release, miR122 inh
> C[C@H]1CN([C@@H](C)CO)C(=O)c2cccc(NC(=O)NC3CCCCC3)c2O[C@@H]1CN(C)C(=O)Nc1cccc2ccccc12
 : 1, 4, -24, 0, 9, 20, 18[16.7 µM]
> C#CCOC(=O)c1csc2nnsc12
 : 0, -2, -13, 2, 0, 1, -6
> CCNC(=O)[C@H]1[C@H](CO)[C@H]2Cn3c(ccc(-c4ccccc4F)c3=O)[C@H]2N1C
 : -1, -8, -4, -7, 3, -9, -3[16.7 µM]
> Cc1ccc(S(=O)(=O)N(C)C[C@H]2OCCCC[C@@H](C)Oc3ccc(NS(=O)(=O)c4ccccc4)cc3C(=O)N([C@@H](C)CO)C[C@@H]2C)cc1
 : -1, 19*, -1, 7, -6, 47, 47[16.7 µM]
> Cc1ccnc2nc(C(=O)OCC(=O)NC3CCCC(C)C3C)nn12 (stereo not drawn)
 : -3, -1, -9, 3, 31, 4, -6
> Cc1nc2ccc(S(=O)(=O)N(C)CC(=O)NC(C)c3ccccc3)cc2s1 (stereo not drawn)
 : -3, -3, -4, 4, 5, 0, -3
> CN(C)C(=O)C[C@@H]1CC[C@@H]2[C@H](COC[C@H](O)CN2C(=O)c2ccncc2)O1
 : 3, -1, 5, -26, -20, -2, 4[16.7 µM]
> O=C(CN(Cc1ccccc1)C(=O)c1cccc([N+](=O)[O-])c1)Nc1c(Cl)cc(Cl)cc1Cl
 : 1, -1, ., ., ., 14, -2
> COc1ccc(OCCN2CCC(C(=O)NC(c3ccc(Cl)cc3)c3cccnc3)CC2)cc1 (stereo not drawn)
 : 3, -4, -2, 2, ., -1, -8
> C/C=C/c1ccc([C@H]2[C@@H](CO)N(C(=O)C3CCC3)[C@H]2CNC(=O)NC(C)C)cc1
 : ., ., 0, 4, -10, -1, 14[16.7 µM]
> C[C@@H]1CN([C@@H](C)CO)S(=O)(=O)c2ccc(C#CCN(C)C)cc2O[C@@H]1CN(C)C(=O)CN(C)C
 : -1, 4, -7, -3, 1, -3, -3[16.7 µM]
> Cc1cccc(/C=C2/Sc3ccc(C(=O)NCCN4CCCC4)cc3NC2=O)c1
 : 5, -1, -3, 5, 12, ., -2
> COC(=O)C1=C(C)N(CCCC(=O)O)C(=O)NC1c1cc2c(cc1[N+](=O)[O-])OCO2 (stereo not drawn)
 : 1, ., -4, -3, -1, -2, 5
> CO[C@H](CN(C)Cc1ccc(-c2ccccn2)cc1)[C@@H](C)CN(C(=O)Nc1ccc(F)cc1)[C@@H](C)CO
 : -1, -14, 1, 19, ., -6, .
> O=C(Nc1ccccc1)c1n[nH]c(Cn2cncn2)n1
 : ., ., -3, -4, 6, 0, -7
> C[C@H](CO)N1C[C@H](C)[C@H](CN(C)S(C)(=O)=O)Oc2ccc(NC(=O)Nc3cccc4ccccc34)cc2C1=O
 : -1, 1, -2, 7, -9, 3, -1[16.7 µM]
> Cc1c(OCC(=O)N(C)C)ccc2c(-c3ccccc3)cc(=O)oc12
 : 10, -1, 1, 1, -1, 0, .
> CCCCN(C(=O)CCC(=O)Nc1cc(C)on1)C(C(=O)NC1CCCC1)c1ccc(OC)cc1 (stereo not drawn)
 : -10, 0, -3, 3, 7, 1, -3
> CCc1ccc(NC(=O)CNC(=O)[C@@H]2Cc3ccccc3CN2)cc1
 : -2, -3, -2, -3, -2, 2, 1
> COc1ccc(NC2CCCN(C(=O)c3cc4ncccn4n3)C2)cc1 (stereo not drawn)
 : 9, -3, 12, 17, 2, 1, -8
> COc1ccc(NS(=O)(=O)c2ccc3c(c2)N(C(C)=O)CCO3)c(OC)c1
 : -7, -2, 10, 4, -1, 0, 11
> N#CCCCN1C(=O)C(=C(C#N)C#N)c2ccccc21
 : 5, -3, ., ., -5, ., .
> O=C(NCC(F)(F)F)c1[nH]c(C(F)(F)F)nc1-c1ccccc1
 : 7, -2, -5, -3, ., 2, 0
> Cc1c(CN2CCC(CO)(CCOc3ccccc3)CC2)[nH]c2ccc(Cl)cc12
 : 4, 1, ., ., ., ., -4
> CN(Cc1ccccc1F)C(=O)COc1ccc(C(=O)c2ccccc2)cc1
 : -1, 0, 6, -4, -3, 3, 5
> COc1cc(C(=O)Nc2cccc(C)c2C)c(Br)c(OC)c1OC
 : 1, -3, 0, 10, 3, ., 0
> COCC(C)NC(=O)C1c2ccccc2Oc2ccccc21 (stereo not drawn)
 : 2, -1, -3, 7, -5, 12, -1
> O=C(COc1ccccc1Cl)NNC(=O)c1ccc2c(=O)n3c(nc2c1)CCC3
 : 1, 1, -4, -3, 14, -1, .
> Cc1cc(=O)n(CCc2ccccc2)c(O)c1C#N
 : ., ., -8, -2, 6, -1, -2
> CN1[C@@H]2Cn3c(ccc(/C=C/c4ccccc4)c3=O)[C@H]1[C@@H](C(=O)NC1Cc3ccccc3C1)[C@@H]2CO
 : 3, -85, -2, 17, -55, -1, .

# Full records from above:
# Listed for COc1cc(C(=O)Nc2cccc(C)c2C)c(Br)c(OC)c1OC = ERp5 block: 1; SIRT5 block: -3; esBAF inh: 0; C2C12 statin: 10; ARNT TACC3 PPI: 3; Cneo AK release: .; miR122 inh: 0
# Listed for Cc1c(CN2CCC(CO)(CCOc3ccccc3)CC2)[nH]c2ccc(Cl)cc12 = ERp5 block: 4; SIRT5 block: 1; esBAF inh: .; C2C12 statin: .; ARNT TACC3 PPI: .; Cneo AK release: .; miR122 inh: -4

# Further compounds follow.
# Values in the order: ERp5 block, SIRT5 block, esBAF inh, C2C12 statin, ARNT TACC3 PPI, Cneo AK release, miR122 inh
> Cc1ccc(-c2cnc3c(c2)C(=O)N([C@@H](C)CO)C[C@H](C)[C@@H](CN(C)C(=O)c2ccc(F)cc2)O3)cc1
 : -5, 0, -12, 27, -3, 4, -2[16.7 µM]
> Cc1cccc2cc(CN(CC3CCCO3)C(c3nnnn3Cc3ccco3)C(C)C)c(=O)[nH]c12 (stereo not drawn)
 : ., ., -6, 2, -5, 1, 7
> COc1ccccc1NC(=O)c1sc2nc(N3CCOCC3)c3c(c2c1N)CCCC3
 : 1, -3, -6, 0, -2, 5, .
> O=c1c2cc(N3CCOCC3)ccc2[nH]c(=S)n1CCCN1CCCCC1
 : ., ., 5, -6, 3, 0, -12
> O=C(C#Cc1ccccc1)c1ccc([N+](=O)[O-])cc1
 : ., ., ., ., 1, 4, -1
> CC1CC(C)CN(C(=O)C(C)N2CCN(S(=O)(=O)c3ccccc3F)CC2)C1 (stereo not drawn)
 : 4, -4, 5, 3, ., ., -13
> CCC(=O)N(C)C[C@H]1Oc2ncc(C#C[C@H](C)O)cc2C(=O)N([C@H](C)CO)C[C@H]1C
 : -2, 0, 1, 25, -10, -2, 0[16.7 µM]
> C[C@@H]1CN([C@@H](C)CO)S(=O)(=O)c2ccc(-c3cncnc3)cc2O[C@H]1CN(C)C(=O)CC1CC1
 : -4, -9, -2, 2, -12, 1, 5[16.7 µM]
> O=C(O)CCc1nn2c3ccccc3n(CCN3CCCCC3)c2nc1=O
 : ., ., -3, -7, -3, 0, -7
> CC(C)Oc1ccc(S(=O)(=O)N2CCOCC2)cc1NC(=O)CC1CCCC1
 : 2, -1, 9, 6, ., ., .
> C[C@@H]1CN([C@@H](C)CO)C(=O)c2cc(C3=CCCC3)cnc2O[C@@H]1CN(C)C(=O)C1CCCCC1
 : -3, 4, -1, 14, -8, 0, -3[16.7 µM]
> CCn1c(SCC(=O)Nc2nc(-c3ccccc3)cs2)nnc1-c1ccccc1
 : ., ., 6, 7, 0, 9, -2
> O=C(NCc1ccc(F)cc1)C(c1ccccc1)N(C(=O)c1csnn1)C1CC1 (stereo not drawn)
 : -1, 0, -2, 7, -5, 3, -5
> O=C(OCC(=O)N1CCCC1)c1cc(Cl)ccc1Cl
 : -2, 0, 3, 3, -6, -5, 0
> Clc1ccc(-c2nc3n(n2)Cc2ccccc2-3)cc1
 : ., ., 8, -22, -7, ., 1
> C[C@@H]1CN([C@H](C)CO)C(=O)Cc2cc(NC(=O)Nc3cccc4ccccc34)ccc2O[C@@H]1CN(C)Cc1ccc(-c2ccccc2)cc1
 : 2, -6, 3, 23, ., -1, 3[16.7 µM]
> Nc1cc(Cl)ccc1C(=O)OCC(=O)N1CCOCC1
 : -4, -12, 14, 3, -5, -2, -5
> COc1ccc(-c2nc3n(n2)C(c2ccccc2)C2=C(CCCC2=O)N3)cc1OC (stereo not drawn)
 : ., ., -1, 6, 7, 1, -2
> COc1ccccc1CN1[C@@H]2c3ccc(C4=CCCCC4)c(=O)n3C[C@H]1[C@H](CO)[C@H]2C(=O)N(C)C
 : -2, -22, 2, 5, 2, -5, 1[16.7 µM]
> C[C@@H]1CCCCO[C@H](CN(C)S(=O)(=O)c2ccc(Cl)cc2)[C@H](C)CN([C@H](C)CO)C(=O)c2cc(N(C)C)ccc2O1
 : 1, 5, -2, -26, 26, -1, 17[16.7 µM]
> CN(C)CC(=O)N1[C@@H]2c3ccc(-c4ccccc4)c(=O)n3C[C@H]1[C@H](CO)[C@H]2C(=O)N1CCOCC1
 : -6, -30, -2, -9, -14, -1, -3[16.7 µM]
> COc1ccc(C2C3=C(CCCC3=O)NC3=C2C(=O)c2ccccc23)cc1 (stereo not drawn)
 : -1, 2, ., ., ., -4, -2
> COC(=O)c1cc(CN2C(=O)c3ccccc3C2=O)c(O)c([N+](=O)[O-])c1
 : 3, 4, -2, 6, -9, 0, .
> O=C(Cn1nc(-c2ccccc2)ccc1=O)NCCN1CCN(c2cccc(Cl)c2)CC1
 : ., ., -3, -10, 7, -1, -2
> O=C(Nc1ccccc1)c1ccc(S(=O)(=O)N2CCC(C(=O)O)CC2)cc1
 : -8, 0, -3, 0, 9, 1, -2
> Cc1nn(C)cc1CN(C)C(=O)c1nn2c(c1Br)NC(c1cccs1)CC2C(F)(F)F (stereo not drawn)
 : 7, -2, -4, 5, -5, ., 6
> C[C@H]1CN([C@@H](C)CO)C(=O)CCCn2cc(nn2)CO[C@@H]1CN(C)C(=O)Nc1ccc(-c2cccs2)cc1
 : 0&4, 1&-3, 5&3, 23&-3, 14, -2&0, -6[16.7 µM]
> COc1ccc2oc(C(=O)OC/C(O)=C(\C#N)c3nc4ccccc4[nH]3)c(C)c2c1
 : 11, -2, ., ., -5, 3, 3
> CCOC(=O)Cc1cn2c(=O)cc(CSCC(=O)Nc3ccc(C)c(C)c3)nc2s1
 : ., ., 4, -8, -7, 16, 3
> CCOC(=O)C1CCCN(C(=S)Nc2ccc(C)cc2C)C1 (stereo not drawn)
 : ., ., 3, 4, 0, 1, 0
> CC(=O)NC1CCCC(NC(C)=O)C1 (stereo not drawn)
 : -1, -6, 3, 6, -14, -2, .
> CCN(CC)C(=O)CSc1nnc(-c2ccccn2)n1Cc1ccccc1
 : 2, -3, -4, -1, 6, 8, -5
> CSc1cccc(NS(=O)(=O)c2cccs2)c1
 : ., ., 8, 4, 0, -5, 17
> O=C(CSc1nnc(CNC(=O)C23CC4CC(CC(C4)C2)C3)n1-c1ccccc1)Nc1ccc(F)cc1
 : 1, 2, ., ., -9, -8, -4
> CCCNS(=O)(=O)c1ccc(CCC(=O)Nc2cc(Cl)ccc2Oc2ccccc2)cc1
 : ., ., -1, 0, -1, ., 10
> NS(=O)(=O)c1ccc(CCNC(=O)COC(=O)C2COc3ccccc3O2)cc1 (stereo not drawn)
 : 7, 0, -3, 3, -2, 2, .
> O=c1c2ccccc2oc2ccc(C#CC3(O)CCCCC3)cc12
 : 3, ., -40, 13, 9, 7, -3
> Cc1ccccc1CNC(=O)CCC(=O)N1CCOc2ccccc21
 : 4, 1, -12, 15, 13, 0, -3
> Cc1ccc(C(=O)Nc2ccc(F)cc2)cc1NC1=NC2CS(=O)(=O)CC2S1 (stereo not drawn)
 : -5, ., -4, 30, -5, -1, 2
> Cc1ccc2nc(NCc3ccccc3)c(C=NCc3cccnc3)c(=O)n2c1
 : 0, -2, 23, 9, -10, ., -1
> Cc1ccc(-c2ccc3c(c2)O[C@@H](CN(C)Cc2ccc(C(=O)O)cc2)[C@@H](C)CN([C@H](C)CO)S3(=O)=O)cc1
 : 2, 5, -1, 20, 1, -6, -7[16.7 µM]
> c1ccc(-c2ccc3sccc3n2)cc1
 : 2, ., ., ., -8, 0, 0
> COc1ccc2oc(=O)c(/C(C)=N/NC(=O)c3ccncc3)cc2c1
 : 2, 2, ., ., 1, 1, -7
